KOR beta-arrestin-1: KOR agonists, beta-arrestin recruitment, primary screen, cell-based, luminescence, uHTS (AID 1777). Kappa-type opioid receptor (Homo sapiens). KOR beta-arrestin recruitment, luminescence; higher % means a stronger effect. one-dose activation, % at 10 µM; EC50 in µM for titrated hits. hit rate 0.02% among 280,000; in the data active means activation above about 50%, passing the limit was not always enough; further: a part of the inactive calls stands beside numbers as strong as those of hits
HEK293 NOD2/NF-kB: NOD2 signaling inhibitors, cell-based, luminescence, uHTS, HEK293 (AID 1566); HEK293 NOD2/NF-kB luciferase reporter, luminescence; higher % means a stronger effect; inhibition, % at 4 µM; hits with a dose series show EC50 in µM; hit rate 0.63% among 290,000; further: many of its hits are not listed in these tables
HIV peptide binding: inhibitors of HIV fusion peptide binding, primary screen, biochemical, uHTS, fluorescence dequenching (AID 1986); cell-free peptide binding, fluorescence dequenching, 30 min; higher % means a stronger effect; one-dose inhibition, % at 20 µM; IC50 in µM for titrated hits; hit rate 0.3% among 290,000; in the data active means inhibition mostly above about 52%, no sharp cut-off; inactive means mostly below about 76%; further: some results filed as inactive read as strong as hits
Myeloid diff MLP: induction of myeloid progenitor differentiation, primary screen, cell-based, flow cytometry, MLPCN library; ER-HoxA9 myeloid progenitors, lysozyme-GFP differentiation; calls only at 10 µM; hit rate 1% among 360,000;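 active means normalized GFP-positive differentiation at or above the plate's own cutoff, the solvent-only control mean plus 3 SD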;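 further: cells exposed to compound for four days before flow analysis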
KOR beta-arrestin-2: KOR antagonists, beta-arrestin recruitment, cell-based, luminescence, uHTS (AID 1778) | inhibition, % at 10 µM, or IC50 in µM where a hit was titrated | hit rate 0.091% among 290,000 | Kappa-type opioid receptor (Homo sapiens) | KOR beta-arrestin recruitment, luminescence, antagonist mode; higher % means a stronger effect; further: strong numbers were not always called active
LYP phosphatase: inhibitors of LYP phosphatase, biochemical, fluorescence intensity, uHTS (AID 1779). hit rate 0.054% among 290,000. recombinant LYP phosphatase, fluorescence intensity; higher % means a stronger effect. Tyrosine-protein phosphatase non-receptor type 22 (Homo sapiens). inhibition, % at 11.5 µM; hits with a dose series show IC50 in µM;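 further: plate controls were vehicle with enzyme for no effect and no enzyme for full effect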
NOD1 inhibition: NOD1 signaling inhibitors, primary screen, cell-based, luminescence, uHTS (AID 1578); NOD1-driven NF-kB luciferase reporter cells, luminescence; higher % means a stronger effect; one-dose inhibition, % at 4 µM; EC50 in µM for titrated hits; hit rate 1% among 290,000; in the data active means inhibition mostly above about 36%, no sharp cut-off; inactive means mostly below about 34%;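 further: HEK-293T reporter cells stimulated with the NOD1 agonist gamma-tri-DAP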
Salmonella PhoP GFP: inhibitors of PhoP regulon expression, primary screen, Salmonella Typhimurium, GFP reporter (AID 1863); one-dose inhibition, % at 50 µM; IC50 in µM for titrated hits; S. Typhimurium PhoP-regulated promoter GFP reporter, 4 h; higher % means a stronger effect; hit rate 0.16% among 300,000;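 active means inhibition over 29.93%, a cutoff 3 SD above the screen mean, later confirmed by dose response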;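 further: 0% = low Mg2+ inducing control and 100% = high Mg2+ repressing control; strong numbers were not always called active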
SIAH1 antagonists: Siah-1 peptide-binding antagonists, primary screen, biochemical, fluorescence polarization, rhodamine-plectin, uHTS (AID 1817). Siah-1 / rhodamine-plectin peptide fluorescence polarization; higher % means a stronger effect. displacement, % at 20 µM, or IC50 in µM where a hit was titrated. hit rate 0.02% among 290,000;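 active means displacement of at least 50% at 20 µM, with a fluorescence ratio check between 0.3 and a set limit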;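 further: plate controls were Siah plus tracer with DMSO for no effect and tracer alone without Siah for full effect; strong numbers were not always called active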
Myeloid diff MLP GFP+ MAC1+ %: also measured in Myeloid diff MLP; calls as there; GFP+ MAC1+ double positive, %; measured here: differentiation confirmed by MAC1 staining
Starred values were filed as active, the others as inactive; i = inactive; · = no result given; [ ] = dose if it differs, or a comment. Unless noted, no stated cut-off is given here; in the data, active means inhibition above about 50%; inactive means the rest. Not all compounds are listed; the hit share may differ from the screen's.

SMILES	KOR beta-arrestin-1	HEK293 NOD2/NF-kB	HIV peptide binding	Myeloid diff MLP	Myeloid diff MLP GFP+ MAC1+ %	KOR beta-arrestin-2	LYP phosphatase	NOD1 inhibition	Salmonella PhoP GFP	SIAH1 antagonists
Cc1[nH]n(-c2ccccc2)c(=O)c1N=Nc1ccccc1O	-6.4%	26.0%	4.2%	i	0.2	9.5%[20 µM]	-4.5%	-11.4%	-7.5%	-7.7%
Nc1nn(-c2cccc(F)n2)cc1-c1ccc(Cl)cc1	-1.7%	-129.9%	-2.2%	i	0.4	-11.2%	0.1%	-35.6%	-3.5%	18.9%
Cc1noc(C)c1S(=O)(=O)N1CCC(C(=O)Nc2ccccn2)CC1	3.8%	16.4%	-4.6%	i	0.1	-34.0%	-8.8%	25.8%	6.0%	-2.8%
COc1ccccc1NC(=O)Cc1noc(CSc2cc(C)c3ccccc3n2)n1	3.3%	-12.5%	2.7%	i	0.6	19.3%	5.1%	-29.1%	0.4%	-3.1%
O=C(NCc1ccc(F)cc1)C(c1ccco1)N(C(=O)c1csnn1)C1CC1 (stereo not given)	-2.4%	12.4%	0.2%	i	3.0	-1.5%	-6.0%	-5.8%	3.5%	2.1%
Cc1ccccc1NC(=O)Cn1nc(-c2ccccc2)nc1-c1ccccc1	1.1%	15.5%	-0.7%	i	1.4	29.3%	-4.4%	-0.1%	-1.6%	0.9%
COC(=O)c1cc(NC(=O)CC2Oc3ccccc3NC2=O)cc(C(=O)OC)c1 (stereo not given)	-1.1%	9.4%	0.6%	i	0.8	24.3%	-6.9%	-6.8%	-6.3%	-0.4%
CC(C)C(=O)N1CCN(c2ccccc2N)CC1	7.9%	-2.4%	-0.4%	i	1.9	23.5%	-5.8%	-25.4%	1.3%	0.6%
COc1ccc(OC)c(-n2nnnc2SCC(=O)Nc2ccccc2OC)c1	-0.2%	-0.8%	-0.4%	i	0.4	11.4%[20 µM]	-0.5%	6.0%	3.6%	-6.3%
CCOc1ccc(NC(C)=O)cc1[N+](=O)[O-]	-5.2%	7.5%	-0.7%	i	0.3	14.0%[20 µM]	-7.5%	-8.2%	·	7.9%

3 entries already listed, sorted by number of heavy atoms, largest number first:
SMILES	KOR beta-arrestin-1	HEK293 NOD2/NF-kB	HIV peptide binding	Myeloid diff MLP	Myeloid diff MLP GFP+ MAC1+ %	KOR beta-arrestin-2	LYP phosphatase	NOD1 inhibition	Salmonella PhoP GFP	SIAH1 antagonists
COc1ccccc1NC(=O)Cc1noc(CSc2cc(C)c3ccccc3n2)n1	3.3%	-12.5%	2.7%	i	0.6	19.3%	5.1%	-29.1%	0.4%	-3.1%
COC(=O)c1cc(NC(=O)CC2Oc3ccccc3NC2=O)cc(C(=O)OC)c1 (stereo not given)	-1.1%	9.4%	0.6%	i	0.8	24.3%	-6.9%	-6.8%	-6.3%	-0.4%
Cc1ccccc1NC(=O)Cn1nc(-c2ccccc2)nc1-c1ccccc1	1.1%	15.5%	-0.7%	i	1.4	29.3%	-4.4%	-0.1%	-1.6%	0.9%

Remaining list, next part:
SMILES	KOR beta-arrestin-1	HEK293 NOD2/NF-kB	HIV peptide binding	Myeloid diff MLP	Myeloid diff MLP GFP+ MAC1+ %	KOR beta-arrestin-2	LYP phosphatase	NOD1 inhibition	Salmonella PhoP GFP	SIAH1 antagonists
Cn1ncc([N+](=O)[O-])c1C(=O)Nc1cccc2ccccc12	-4.8%	14.9%	0.9%	i	0.2	-11.1%	-9.6%	-20.1%	8.9%	4.5%
CCCn1c(-c2cccc(F)c2)nc2c1c(=O)[nH]c(=O)n2Cc1ccccc1	-4.4%	14.5%	-0.1%	i	0.2	20.4%	-4.0%	-4.9%	2.0%	0.0%
CCOC(=O)C(Cc1c[nH]c2ccccc12)NC(=O)c1ccccc1Br (stereo not given)	-5.9%	-17.5%	1.5%	·	·	11.0%	-12.2%	-31.3%	-2.4%	14.4%
COc1cccc(-c2ccc(C#N)c(SCC(=O)NCc3ccco3)n2)c1	·	22.4%	2.4%	i	0.7	-13.1%[20 µM]	-7.8%	4.5%	1.8%	12.5%
CCCC(C(=O)NC(C)(C)C)N(CCN1CCOCC1)C(=O)CNS(=O)(=O)c1ccccc1 (stereo not given)	0.6%	-1.2%	-0.2%	i	0.4	-6.2%	-10.5%	-29.5%	7.1%	2.7%
COc1cccc(NC(=S)N2CCN(S(=O)(=O)c3ccc(F)cc3)CC2)c1	1.0%	5.6%	-1.0%	i	1.5	4.8%	-8.6%	-7.9%	-0.9%	-1.8%
Cc1cc(Nc2ccc(F)cc2Cl)n2nc(C)nc2n1	-4.2%	11.5%	-1.7%	i	2.5	4.4%	-1.9%	-11.6%	-3.3%	-1.7%
CC(C)(C)c1ccc2c(c1)N(CC(=O)N1CCOCC1)C(=O)CO2	-2.2%	6.0%	-0.7%	i	0.0	29.4%	-4.4%	-23.8%	-5.3%	4.7%
COC(=O)C1=NN(N=O)C2(CC(=O)N(c3cc(C)cc(C)c3)C2=O)C1 (stereo not given)	6.6%	2.4%	-3.0%	i	3.1	-2.8%	-3.8%	5.5%	-5.5%	0.7%
CCOCCCNC(=O)/C(C#N)=C/c1cc(Br)c(O)c(Br)c1	6.9%	-11.1%	0.4%	·	·	-57.0%	-3.5%	3.9%	-12.6%	-4.0%

Overlap with the part before: four compounds; new compounds follow.
SMILES	KOR beta-arrestin-1	HEK293 NOD2/NF-kB	HIV peptide binding	Myeloid diff MLP	Myeloid diff MLP GFP+ MAC1+ %	KOR beta-arrestin-2	LYP phosphatase	NOD1 inhibition	Salmonella PhoP GFP	SIAH1 antagonists
Cc1cc(Nc2ccc(F)cc2Cl)n2nc(C)nc2n1	-4.2%	11.5%	-1.7%	i	2.5	4.4%	-1.9%	-11.6%	-3.3%	-1.7%
CC(C)(C)c1ccc2c(c1)N(CC(=O)N1CCOCC1)C(=O)CO2	-2.2%	6.0%	-0.7%	i	0.0	29.4%	-4.4%	-23.8%	-5.3%	4.7%
COC(=O)C1=NN(N=O)C2(CC(=O)N(c3cc(C)cc(C)c3)C2=O)C1 (stereo not given)	6.6%	2.4%	-3.0%	i	3.1	-2.8%	-3.8%	5.5%	-5.5%	0.7%
CCOCCCNC(=O)/C(C#N)=C/c1cc(Br)c(O)c(Br)c1	6.9%	-11.1%	0.4%	·	·	-57.0%	-3.5%	3.9%	-12.6%	-4.0%
COC(=O)CCN(c1ccccc1)S(=O)(=O)c1ccc(OC)cc1	-0.5%	-2.5%	-0.6%	i	0.8	-26.1%	-16.3%	-13.0%	-2.4%	3.0%
CC1(C)CC(=O)c2c(oc3ccc(NS(=O)(=O)c4ccc(C(=O)O)cc4)cc23)C1	-4.7%	10.7%	4.1%	i	0.4	-19.7%	-5.8%	-26.8%	-2.2%	1.4%
Cc1sc2nc(SCC(=O)N(C)Cc3ccccc3)n(-c3ccccc3)c(=O)c2c1C	-3.5%	-3.3%	-0.2%	i	0.9	0.7%	5.5%	3.3%	-8.7%	2.9%
O=S(=O)(c1ccc(NC2CCCc3ccccc32)nc1)N1CCOCC1 (stereo not given)	9.3%	1.4%	-2.4%	i	1.6	8.6%	-3.5%	3.7%	-6.2%	2.4%
Cc1nn(CC(=O)NCCN2CCCCCC2)c(=O)c2nn(-c3ccccc3)c(C)c12	-0.9%	20.5%	0.2%	i	0.8	36.1%	-15.7%	-20.6%	3.9%	-0.2%
CC1CN/C(=C\C(=O)c2ccc(Br)cc2)C(=O)N1 (stereo not given)	-1.5%	-121.8%	-4.6%	i	0.6	-25.8%	-7.0%	34.0%	-7.4%	4.3%
O=C(NCC1CCCO1)c1nn2cccnc2c1Cl (stereo not given)	-0.4%	-13.3%	-0.2%	i	0.1	18.0%	-0.1%	·	4.8%	0.1%
COc1ccc(/C=C2/SC(=S)N(c3ccc(S(=O)(=O)Nc4nccs4)cc3)C2=O)cc1	-0.8%	19.8%	36.8%	i	0.6	33.7%	2.5%	25.1%	-1.6%	44.0%
CCOc1ccc(-c2nc(-c3cccnc3)no2)cc1	-4.5%	-98.4%	1.6%	i	0.3	16.2%	-3.7%	-43.1%	-9.7%	6.7%
CCOc1ccc(-c2cc(CCCC(=O)NCCC(C)C)no2)cc1	1.4%	-25.9%	3.5%	i	0.0	-37.9%	-1.8%	-31.7%	2.7%	3.4%
COc1ccc(C)cc1S(=O)(=O)N(CC(=O)O)c1ccc(C)cc1	-3.6%	8.2%	-1.0%	i	1.5	27.3%	-8.3%	-8.2%	-9.9%	-0.5%
CC(C)NC(=O)C(=O)NNC(=O)CCc1ccccc1	·	-37.5%	-2.1%	i	0.3	-16.4%[20 µM]	-5.4%	43.3%	·	0.6%
COc1ccc(CCN2C(=O)CSC2=Nc2ccc(C)cc2C)cc1OC	9.8%	21.5%	-0.8%	i	1.4	14.4%	-5.4%	12.2%	-4.8%	-0.6%
CC(=O)Nc1ccc(Oc2nc(-c3ccccn3)nc3ccccc23)cc1	3.8%	15.5%	-2.6%	i	0.5	-4.4%	-9.3%	8.3%	-7.8%	-3.0%
O=c1[nH]c2ccccc2n1Cc1ccccc1	-4.0%	2.8%	1.6%	i	1.5	4.5%	-3.0%	12.6%	8.5%	-1.8%
C=CCn1c(COc2ccc(F)cc2)nnc1SCC(=O)Nc1cccc(S(N)(=O)=O)c1	2.8%	20.3%	-0.9%	i	0.2	-28.3%	-5.3%	-7.1%	5.9%	-2.1%
COc1cc2c(cc1OC)C1=C(C#N)CC/C(=N\S(=O)(=O)c3cccc(Cl)c3)N1CC2	-3.5%	2.3%	0.0%	i	2.5	22.6%	0.0%	0.2%	3.4%	1.1%
COc1cccc(NC(=O)CSc2nc(C3CC3)nc3ccccc23)c1	-5.8%	11.9%	0.6%	i	1.1	-10.7%	-10.2%	-4.4%	-2.3%	8.3%
Cc1cc(NC(=O)CCC(=O)N(Cc2cccs2)C(C(=O)NC2CCCC2)c2cccnc2)no1 (stereo not given)	0.0%	-8.4%	-0.8%	i	0.8	-4.5%	-5.1%	4.9%	3.3%	2.3%
Cc1ccc(NC(=S)NCc2cccn2C)cc1	2.5%	2.9%	6.1%	i	0.6	29.0%	-3.9%	10.5%	24.3%	0.3%
Cc1nc2ccccn2c1C(=O)NC1CCCC1	-4.9%	-1.1%	-0.3%	i	1.0	0.4%[20 µM]	-8.9%	-30.1%	-12.1%	1.0%
COc1ccc(/C=C/c2nc(-c3ccccc3O)n[nH]2)cc1	20.7%	15.3%	1.7%	i	0.3	-35.7%	5.5%	16.8%	-5.0%	-5.4%
O=C(COC(=O)CNS(=O)(=O)c1ccccc1)Nc1ccc(Cl)cn1	-6.7%	2.2%	2.2%	i	0.7	38.7%	-3.1%	-21.0%	3.9%	0.2%
CCCCCOC(=O)c1ccc(OC(=O)c2cncc(Br)c2)cc1	1.8%	-12.6%	-2.6%	i	1.5	-1.8%	-2.1%	-12.5%	14.7%	0.4%
COc1ccc(NC(=O)CSc2ncnc3c2nnn3-c2ccc(F)cc2)c(OC)c1	6.8%	-5.2%	0.8%	i	0.7	-21.7%	-8.7%	40.9%	6.9%	-8.3%
Cn1[nH]c(C(F)(F)F)c(C=Nc2ccc(Cl)cc2)c1=O	1.7%	-13.7%	-0.4%	i	0.3	-43.6%	0.5%	-15.4%	7.8%	1.1%
